High-throughput results from PubChem BioAssay.
RGS4-Gao reg = modulates binding of RGS4 to human Galphao; P09471; Multiplexed bead flow cytometry; actives lie on both sides; binding response (% of control), % at 10 µM; hit rate 0.33% among 220,000; in the data active = binding response below about 49% or above about 150%; inactive = in between;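 note: fluorescent Galphao activated with aluminum fluoride binding bead-coupled RGS4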
Target sequence (P09471 whole entry, looked up): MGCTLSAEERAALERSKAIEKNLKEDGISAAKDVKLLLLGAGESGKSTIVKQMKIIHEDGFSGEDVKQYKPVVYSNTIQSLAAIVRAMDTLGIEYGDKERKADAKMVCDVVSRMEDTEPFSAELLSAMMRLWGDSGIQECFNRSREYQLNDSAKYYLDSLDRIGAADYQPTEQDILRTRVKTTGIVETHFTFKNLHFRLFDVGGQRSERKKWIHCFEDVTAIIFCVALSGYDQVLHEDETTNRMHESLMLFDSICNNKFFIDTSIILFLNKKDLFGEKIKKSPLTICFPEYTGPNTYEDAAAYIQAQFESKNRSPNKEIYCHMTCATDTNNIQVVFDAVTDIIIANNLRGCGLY
RGS7-Gao reg = human RGS7-Galphao interaction regulation | P09471 | Multiplexed bead flow cytometry, RGS7-Galphao binding; actives lie on both sides | hit rate 0.35% among 220,000 | binding response (% of control), % at 10 µM; in the data active = binding response below about 49% or above about 150%; inconclusive = no clear call, values can overlap the other calls; inactive = in between;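 note: fluorescent Galphao held in activated GDP-AlF4 state binding bead-coupled RGS7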
Bcl-XL Bim block = inhibitors of Bim-Bcl-XL interaction, human. Q07817. Bim peptide-Bcl-XL binding, bead flow cytometry, fluorescence. inhibition, % at 10 µM. hit rate 0.04% among 190,000. AID 1007
Target sequence (Q07817 whole entry, looked up): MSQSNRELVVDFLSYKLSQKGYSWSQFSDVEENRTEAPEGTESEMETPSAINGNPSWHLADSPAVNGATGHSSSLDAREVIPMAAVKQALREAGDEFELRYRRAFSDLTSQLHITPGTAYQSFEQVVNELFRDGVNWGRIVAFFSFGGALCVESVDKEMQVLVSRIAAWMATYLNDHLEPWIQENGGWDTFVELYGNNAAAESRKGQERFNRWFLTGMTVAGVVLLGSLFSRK
RGS8-Gao = human RGS8-Galphao interaction regulation. hit rate 0.34% among 220,000. response (percent of control binding), % at 10 µM. P09471. AID 1423. multiplexed bead flow cytometry, RGS8-Galphao binding; actives lie on both sides; in the data active = response below about 60% or above about 140%; inactive = in between;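 note: Galphao activated as the GDP aluminium fluoride complex binding bead-coupled RGS8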
ABCB1 block = blocks JC-1 efflux by human ABCB1 transporter. P08183. inhibition, % at 6.6 µM. AID 1326. hit rate 0.067% among 190,000. CCRF-Adr cells, flow cytometry; in the data active = inhibition above about 40%;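 note: 0% = vehicle and 100% = reference inhibitor; higher value means more JC-1 retained so stronger ABCB1 efflux block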
Bim-Bcl-B = disrupts Bim peptide binding to human Bcl-B; hit rate 0.073% among 190,000; inhibition, % at 10 µM; bead-based flow cytometry; AID 951; Q9HD36;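 note: 0% = tracer peptide without compound and 100% = reference inhibitor peptide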
Target sequence (Q9HD36 whole entry, looked up): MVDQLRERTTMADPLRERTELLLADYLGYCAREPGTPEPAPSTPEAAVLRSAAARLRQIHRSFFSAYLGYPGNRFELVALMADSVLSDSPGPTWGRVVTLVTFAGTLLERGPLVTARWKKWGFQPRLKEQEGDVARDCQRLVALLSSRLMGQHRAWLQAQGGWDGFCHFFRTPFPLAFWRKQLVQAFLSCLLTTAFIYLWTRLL
Bim-Bcl-W = human Bim-Bcl-W interaction inhibition; bead-based flow cytometry, Bim peptide-Bcl-W binding; hit rate 0.02% among 190,000; Q92843; inhibition, % at 10 µM;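 note: 0% = bound tracer without compound and 100% = peptide blocker; higher means less fluorescent Bim peptide bound to Bcl-W beads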
Bcl-2 Bim block = human Bim-Bcl-2 interaction inhibition; P10415; Bead-based flow cytometry, Bim peptide-Bcl-2 binding; inhibition, % at 10 µM; hit rate 0.06% among 190,000; in the data active = inhibition above about 40%; inconclusive = no clear call, values can overlap the other calls;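 note: 0% = no compound wells with probe peptide and 100% = reference peptide inhibitor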
Target sequence (P10415 whole entry, looked up): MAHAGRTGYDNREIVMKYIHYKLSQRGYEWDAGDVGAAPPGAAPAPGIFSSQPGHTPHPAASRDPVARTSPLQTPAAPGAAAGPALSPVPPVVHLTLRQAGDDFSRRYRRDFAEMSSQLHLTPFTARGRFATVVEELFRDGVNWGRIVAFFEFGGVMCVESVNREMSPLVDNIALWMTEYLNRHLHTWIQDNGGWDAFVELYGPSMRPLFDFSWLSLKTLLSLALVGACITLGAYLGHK
Bim-Mcl-1 = inhibitors of Bim-Mcl-1 interaction, human; Bead-based flow cytometry, Bim peptide-Mcl-1 binding; Q07820; inhibition, % at 10 µM; hit rate 0.1% among 190,000;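 note: 0% = no compound tracer wells and 100% = peptide blocker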
ABCG2 inh = inhibitors of human ABCG2 transporter, ABCB1 counter-screen. Q9UNQ0. IgMXP3 cells, JC-1 efflux, flow cytometry. inhibition, % at 6.6 µM. hit rate 0.1% among 190,000. AID 1325;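 active = inhibition above 80%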;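 note: 0% = DMSO and 100% = nicardipine control wells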
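Test system: IgMXP3 (ABCG2) plus far-red-tagged CCRF-Adr (ABCB1) cells. Reagent: JC-1 dye as substrate. Timing: 10 min exposure at 25 °C with rotation, no wash. Measured by: flow cytometric JC-1 green MFI at 530 nm. Read-out: percent efflux inhibition, scaled nicardipine 100% to DMSO 0%. Control set: nicardipine and DMSO wells.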
Bfl-1 Bim block = human Bim-Bfl-1 interaction inhibition; Q16548; Bead-based flow cytometry, Bim-Bfl-1 binding inhibition; inhibition, % at 10 µM; hit rate 0.12% among 190,000;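 note: 0% = wells without compound plus tracer and 100% = blocker peptide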
* marks the source's active call; other numbers are inactive results; ? = inconclusive. Cut-off read from the data, not from the text of the source, unless noted: active = inhibition above about 40%.

Molecule,RGS4-Gao reg,RGS7-Gao reg,Bcl-XL Bim block,RGS8-Gao,ABCB1 block,Bim-Bcl-B,Bim-Bcl-W,Bcl-2 Bim block,Bim-Mcl-1,ABCG2 inh,Bfl-1 Bim block
CCOc1ccccc1NC(=S)N(CCC(C)C)C1CCN(C(C)=O)CC1,111,111,1,107,0.5,2,-2,1,-2,-1,4
Brc1ccc(-c2nnc3sc(CN4CCN(c5ccccc5)CC4)cn23)cc1,97,100,-5,99,0.9,-7,-2,-6,0,4,-11
COc1ccc2nc(N)sc2c1,101,99,0,99,0.2,-1,-3,-2,-2,1,-2
COc1ccc(O[C@H]2C=C[C@@H](c3ccccc3)O[C@@H]2COC(=O)CC/C(C)=N/O[C@@H](C)CN2CCCCc3nc(C)c(C)cc32)cc1,103,102,-4,102,11,0,0,0,0,16,0
O=C(NCc1ccncc1)C(=O)N/N=C/c1ccc(OCc2ccccc2)cc1,100,?,0,100,-0.6,-2,-3,-1,-1,0,-2
O=C(Cn1cnc2ccccc21)Nc1cccc([N+](=O)[O-])c1,98,95,-1,93,0.4,0,-2,-3,-4,3,3
COC(=O)CSCC(=O)Nc1nnc(-c2cccc(C)c2)s1,106,102,-7,104,0.3,-5,-4,-2,-1,5,-4
Cc1ccc(N(Cc2ccco2)C(=O)c2ccc(N3CCCCC3)c([N+](=O)[O-])c2)cc1,101,99,-7,101,4.1,-1,-3,0,-1,0,0
Cc1ccccc1OCC(=O)Nc1nc(C)c(C(=O)N(C)C)s1,101,101,-4,100,0.5,-2,-1,2,0,13,1
CCCc1ccc(Oc2coc3cc(OCC(=O)Nc4ccccc4C)ccc3c2=O)cc1,96,92,-3,97,0.5,-11,-3,-4,-2,21,-11
CCOC(=O)C1=C(C)OC(N)=C(C#N)C1c1ccc(OC)c(C)c1OC (stereo not drawn),96,95,-3,95,3.0,-8,-2,-7,-1,12,-13
COc1ccc(NC(=O)CSc2nnc(-c3ccoc3C)n2CCc2ccccc2)cc1,99,101,-2,101,2.7,-1,-3,-5,-3,11,2

3 of the entries above in order of their number in RGS7-Gao reg, highest first:
Molecule | RGS7-Gao reg
COc1ccc(O[C@H]2C=C[C@@H](c3ccccc3)O[C@@H]2COC(=O)CC/C(C)=N/O[C@@H](C)CN2CCCCc3nc(C)c(C)cc32)cc1 | 102
Cc1ccccc1OCC(=O)Nc1nc(C)c(C(=O)N(C)C)s1 | 101
O=C(Cn1cnc2ccccc21)Nc1cccc([N+](=O)[O-])c1 | 95

More entries
Molecule,RGS4-Gao reg,RGS7-Gao reg,Bcl-XL Bim block,RGS8-Gao,ABCB1 block,Bim-Bcl-B,Bim-Bcl-W,Bcl-2 Bim block,Bim-Mcl-1,ABCG2 inh,Bfl-1 Bim block
CCOC(=O)C1=C(C)N=C2c3ccccc3C(=O)C2C1c1ccccc1 (stereo not drawn),101,101,-2,101,0.8,0,-3,-1,-1,3,0
COc1cc2cc(CN(CCCN3CCOCC3)C(=O)Nc3ccccc3F)c(=O)[nH]c2cc1OC,101,101,2,103,0.5,-1,1,0,-2,6,-4
COc1ccc(C(CNC(=O)c2ccc(-n3cnnn3)cc2)N2CCOCC2)cc1 (stereo not drawn),100,98,-6,101,0.0,-4,-4,0,-4,1,-2
COc1ccccc1NC(=O)Cc1noc(CSc2nnc(C(F)(F)F)n2C)n1,90,92,0,99,1.4,-1,0,3,0,1,-5
CCC(C)(C)NC(=O)COc1ccc(C(=O)c2ccccc2)cc1,97,95,-2,100,1.4,-3,1,4,0,6,4
Nc1nc(N2CCOCC2)n[nH]1,97,99,0,90,0.1,1,-1,-3,0,-1,0
CCOc1ccc(-n2nc3c(=O)[nH]nc(C)c3c2C)cc1,100,107,-6,102,0.5,-3,-1,-1,-3,6,0
Cc1ccc(C(=O)Nc2ccc(S(=O)(=O)N3CCN(C)CC3)cc2)cc1,103,101,-12,104,0.1,-16,-7,-7,-8,1,-10
CS(=O)(=O)Nc1cccc(C(=O)CC2(O)C(=O)Nc3ccccc32)c1 (stereo not drawn),96,94,-2,97,0.1,0,-1,0,1,0,-1
C#CCOCCOCCOCCNc1nc(N2CCN(C(=O)[C@H]([C@@H](C)CC)n3cc(CCCN=C(N)N)nn3)CC2)nc(N2CCN(C(=O)[C@H](CCCCN)n3cc(CCC(=O)O)nn3)CC2)n1,104,102,0,105,1.7,-5,-1,-2,-2,4,-1
COC(=O)CSc1nc2cc3c(cc2cc1C)OCO3,97,97,-2,101,0.1,-3,-2,-4,1,1,-3
Cc1ncc([N+](=O)[O-])n1Cc1ccccc1F,102,101,1,105,0.4,0,3,1,4,1,-2
O=C(NCCc1ccc(O)cc1)c1ccc(Cl)cc1,99,102,-2,99,0.3,1,-3,-5,-1,4,-1
O=C(NCc1ccccn1)Nc1cccc(Cl)c1,118,114,3,120,-0.2,-3,5,-1,-6,-1,3
O=C(Nc1ccc(Cl)cn1)C1CCCN1S(=O)(=O)c1ccc(Cl)cc1 (stereo not drawn),98,100,-3,100,1.2,-4,1,-11,0,8,-10
COc1ccc(C2CC2/C(C)=N/OC(=O)c2ccc(F)cc2)cc1 (stereo not drawn),96,?,-1,99,-0.2,0,2,-1,0,3,-5
CCOC(=O)C1(CCOc2ccccc2)CCN(Cc2ccc(NC(C)=O)cc2)CC1,97,99,0,101,0.8,-2,-1,0,0,2,-3
CCc1ccc(-c2cc(C(=O)NN3CCOCC3)c3ccccc3n2)s1,103,?,0,102,0.7,-4,2,3,1,4,1
CCCOC(=O)c1cccc(NC(=O)COc2ccc([N+](=O)[O-])cc2)c1,97,93,-5,100,63*,-13,-2,0,-3,9,-1
C/C(CC(=O)Nc1cccc(Cl)c1Cl)=N\NC(=O)c1ccccc1C,98,98,-5,99,-0.8,-4,-3,-3,-5,2,-8
CC(C)N1CC=C2C(C#N)=C(N)C(C#N)(C#N)[C@H](c3ccoc3)[C@H]2C1,99,99,-9,96,0.9,-9,0,-9,1,4,-9
O=C(NN(C(=O)C1CC1)c1nc2ccccc2s1)C1CC1,100,103,-7,101,0.9,-7,-5,-5,-5,1,-2
CCn1cc(CNC(=O)c2cc(COc3ccc(F)cc3Cl)on2)cn1,87,91,1,98,1.1,2,0,1,3,8,-2
COCCNC(=O)CSc1nc2cc(OC)c(OC)cc2c(=O)n1Cc1ccco1,101,100,-2,97,0.5,1,0,-1,0,3,0
C#CCOCCOCCOCCNc1nc(N2CCN(C(=O)[C@H]([C@@H](C)CC)n3cc([C@@H](N)Cc4ccc(O)cc4)nn3)CC2)nc(N2CCN(C(=O)[C@H](CCCCN)n3cc([C@@H](N)CC(C)C)nn3)CC2)n1,98,106,-2,105,0.1,-5,-4,-1,-3,0,-6
N#Cc1cn(CCOc2ccc(F)cc2)c2ccccc12,98,98,-5,101,0.2,-4,-2,0,0,6,-1
COc1ccc(NC(=S)NC(NC(=O)c2cccc(Cl)c2)C(Cl)(Cl)Cl)c([N+](=O)[O-])c1 (stereo not drawn),100,99,-1,100,-0.8,0,0,-10,-1,-2,8
NC(=O)NOCc1cccc(Cl)c1,94,91,-2,98,0.1,-2,0,2,0,1,-2
CC(C)c1nnc(NC(=O)Cc2ccc(Br)cc2)s1,98,84,-6,84,1.8,-6,-3,0,-5,21,2
O=C(OCc1ccc2c(c1)OCO2)c1ccc(S(=O)(=O)N2CCCC2)cc1,101,102,-4,100,0.1,-7,0,-7,0,1,-14
COc1cccc(C(=O)CN(C(=O)c2ccc(Cl)c(Cl)c2)N2C(=O)C3CCCCC3C2=O)c1 (stereo not drawn),97,99,-13,98,1.9,-12,-3,-11,0,16,-16
CCCn1c(CCC(=O)O)ccc1-c1ccccc1,100,96,-1,101,0.5,-2,0,-2,1,1,-3
COc1ccc(CCNC(=S)Nc2cc(C)ccc2C)cc1,101,102,4,100,0.9,-7,1,-6,2,4,-12
O=C1CCC(C(=O)N(c2ccccc2)C2(C(=O)NC3CCCCC3)CCCCC2)N1 (stereo not drawn),100,103,-9,101,1.5,-9,-1,-9,-3,12,-17
COCCCN(C(=S)Nc1ccc(OC)cc1)C(C)c1ccncc1 (stereo not drawn),98,103,-3,100,0.4,-8,-2,-2,0,8,-5
Cc1[nH]c2ccccc2c1N=Nc1ccccc1F,102,?,0,101,0.3,-2,2,0,0,6,-1

For reference, 2 of the compounds above:
Molecule,RGS4-Gao reg,RGS7-Gao reg,Bcl-XL Bim block,RGS8-Gao,ABCB1 block,Bim-Bcl-B,Bim-Bcl-W,Bcl-2 Bim block,Bim-Mcl-1,ABCG2 inh,Bfl-1 Bim block
C#CCOCCOCCOCCNc1nc(N2CCN(C(=O)[C@H]([C@@H](C)CC)n3cc([C@@H](N)Cc4ccc(O)cc4)nn3)CC2)nc(N2CCN(C(=O)[C@H](CCCCN)n3cc([C@@H](N)CC(C)C)nn3)CC2)n1,98,106,-2,105,0.1,-5,-4,-1,-3,0,-6
N#Cc1cn(CCOc2ccc(F)cc2)c2ccccc12,98,98,-5,101,0.2,-4,-2,0,0,6,-1

Next records:
Molecule,RGS4-Gao reg,RGS7-Gao reg,Bcl-XL Bim block,RGS8-Gao,ABCB1 block,Bim-Bcl-B,Bim-Bcl-W,Bcl-2 Bim block,Bim-Mcl-1,ABCG2 inh,Bfl-1 Bim block
COc1ccc(OCc2nnc(SCC(=O)c3ccccc3)o2)cc1,103,99,-12,107,-0.5,-4,-5,-9,-8,0,-3
CC(=O)Oc1ccc2oc(C)c(C(=O)N3CCOCC3)c2c1,96,95,-10,99,0.3,-11,-3,-7,-5,1,-20
O=C(CCN1CCOCC1)NNC(=S)NC(=O)c1ccc(Br)cc1,98,96,0,102,-0.6,-2,3,1,0,-1,5
CCOC(=O)C1=C(c2ccccc2)NC(=S)NC1C (stereo not drawn),103,102,13,93,0.8,11,12,5,10,12,10
CC(=O)c1ccc(NC(=O)C2CCCN2S(=O)(=O)c2ccc(F)cc2)cc1 (stereo not drawn),99,99,-3,101,-2.4,-4,0,0,-1,-3,-9
COCCNC(=O)CCCCCNS(=O)(=O)c1ccc(C)cc1,103,100,-1,101,0.7,-5,2,-11,0,15,-12
Cc1cc(N)n2ncc(-c3ccc(Cl)cc3)c2n1,94,96,-2,97,0.5,0,-1,0,-1,8,-1
CC1CC(C)CN(CCOc2ccc(Br)cc2)C1 (stereo not drawn),104,104,-1,101,0.2,-4,-5,0,-1,-1,1
Cc1cc2cc(CCNC(=O)C3c4ccccc4Oc4ccccc43)c(=O)[nH]c2cc1C,99,104,-6,101,0.3,-8,-6,-4,-4,0,-3
O=C(Cn1cncn1)N1CCN(c2ccc(F)cc2)CC1,94,98,-2,101,0.5,-2,0,-6,1,0,-5
CCc1cc(CNC(=O)CCc2nnc(Cc3cccc(C)c3)o2)on1,78,87,-2,84,0.4,-3,0,1,0,2,-3
S=C(NCC1COc2ccccc2O1)Nc1ccc(Br)cc1 (stereo not drawn),101,103,-3,101,0.5,0,0,3,0,2,1
COC(=O)[C@@]1(Cc2ccccc2)[C@@H]2C(=CC(=O)[C@H]2CC(=O)C(=O)N(C)C)CN1C(=O)c1ccccc1,97,100,-3,100,1.3,-4,-2,0,-2,4,-2
CC(=O)Nc1ccc(S(=O)(=O)NC2(C(F)(F)F)C(=O)Nc3c2c(=O)[nH]c(=O)n3Cc2cccnc2)cc1 (stereo not drawn),100,106,-2,98,0.9,-4,-1,-5,-2,3,-4
